Assay outcomes as filed in PubChem BioAssay.
LmPK inh – blocks Leishmania mexicana pyruvate kinase activity. purified LmPK, Kinase-Glo ATP luminescence, 1 h. Potency, µM (titrated, usually from 57.5 µM), without a hit: at the top dose activity change, negative = inhibition, actives largely listed as inhibitors. 0.37% of 290,000 active. AID 1721; further: potency means the concentration at half of the fitted maximal effect; on the % scale 0 is the no-effect control and ±100 the full control effect
Target sequence (Q27686 whole entry, looked up): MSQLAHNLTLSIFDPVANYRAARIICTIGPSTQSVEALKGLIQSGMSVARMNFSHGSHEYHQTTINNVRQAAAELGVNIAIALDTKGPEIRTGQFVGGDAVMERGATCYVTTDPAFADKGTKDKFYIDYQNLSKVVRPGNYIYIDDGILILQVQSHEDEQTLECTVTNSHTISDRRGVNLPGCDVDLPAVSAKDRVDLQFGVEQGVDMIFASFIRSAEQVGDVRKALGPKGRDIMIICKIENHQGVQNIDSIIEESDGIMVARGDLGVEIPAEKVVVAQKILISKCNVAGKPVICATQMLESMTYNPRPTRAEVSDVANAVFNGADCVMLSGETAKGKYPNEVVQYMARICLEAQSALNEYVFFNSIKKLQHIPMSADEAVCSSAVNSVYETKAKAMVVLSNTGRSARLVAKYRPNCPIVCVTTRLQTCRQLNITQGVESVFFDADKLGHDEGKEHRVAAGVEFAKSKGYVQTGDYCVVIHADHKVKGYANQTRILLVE
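Kinase-Glo luminescence read after 1 h RT reaction of 0.1 nM LmPK with 0.5 mM PEP and 0.1 mM ADP. Activity scaled between uninhibited and enzyme-free controls.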
Pf growth 48h – inhibits P. falciparum growth in the first generation, 48 h | P. falciparum luciferase growth in erythrocytes, 48 h | Potency, µM (titrated, usually from 28.7 µM), for the others: top-dose activity change, negative = inhibition, usual class: inhibitors | 5.9% of 310,000 active | AID 504832; further: potency means the concentration at half of the fitted maximal effect; on the % scale 0 is the no-effect control and ±100 the full control effect
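A one-generation exposure of luciferase-tagged malaria parasites in RPMI 1640/Albumax erythrocyte culture, 37 C and 5% CO2. Inhibition is inferred from decreased luminescence after adding detection reagent.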
CHX counter – counter-screen for Shiga toxin inhibitors: cycloheximide protein synthesis inhibition | cell reporter, cycloheximide protein synthesis inhibition counterscreen | max response, % | AID 2314 | 12% of 300,000 active; in the data active means max response mostly above about 13%, no sharp cut-off; inactive means mostly below about 14%; further: read at 38.3 µM for the half of the compounds with a filed dose; 0% is about no effect
AMA1-RON2 inh – disrupts binding of P. falciparum AMA1 to RON2; AlphaScreen AMA1-biotinylated RON2 peptide binding; Potency, µM (doses to about 58.2 µM), for inactives: at the highest dose activity change, negative = inhibition, actives largely listed as inhibitors; 0.2% of 360,000 active;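 further: potency means the concentration at half of the fitted maximal effect; 0% = vehicle wells and -100% = peptide control; nearly all actives have a fitted effect of over 45% in size; some results filed as inactive show a strong effect at the top dose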
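AMA1 (3D7) with his tag at 25 nM final met compounds first, then biotinylated RON2 peptide at 25 nM; detection used donor plus acceptor beads, 10 µg/mL apiece, read by AlphaScreen after 30 min at room temperature.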
Tb PYK inh – T. brucei pyruvate kinase inhibition | TbPYK enzyme, Kinase-Glo Plus ATP luminescence, 45 min | Potency, µM (series often up to 76.8 µM), without a hit: top-dose activity, negative = inhibition, usual class: inhibitors | 0.12% of 410,000 active; further: potency means the concentration at half of the fitted maximal effect; on the % scale 0 is the no-effect control and ±100 the full control effect; nearly all actives have a fitted effect of over 50% in size
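TbPYK + substrate in 50 mM TEA pH 7.2, 100 mM KCl, 10 mM MgCl2, 0.05% BSA, 0.01% Tween-20; cpd pinned; ADP 130 uM final; 45 min RT; Kinase-Glo Plus 10 min; luminescence endpoint.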
Pf growth 96h – inhibits malaria parasite growth, 96 h | Potency, µM (top dose mostly 28.7 µM), for inactives: at the top dose activity change, negative = inhibition, hits mostly inhibitors | 6.9% of 320,000 active | P. falciparum luciferase reporter growth, 96 h | AID 504834; further: potency means the concentration at half of the fitted maximal effect; on the % scale 0 is the no-effect control and ±100 the full control effect
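Infected RBCs, 2% Hct / 0.05% parasitemia final; luciferase-reporter P. falciparum; cpd 96 h, 37 C, 5% CO2; luciferase detection reagent; luminescence.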
Shiga inhibitor – inhibitors of Shiga toxin in Vero cells. Vero cells, Shiga toxin protein synthesis inhibition reporter. inhibition, % at 38.7 µM. 9.2% of 290,000 active; in the data active means inhibition mostly above about 28%, no sharp cut-off; inactive means mostly below about 43%; further: 0% is about no effect
Numbers without * were called inactive; ? = inconclusive; · = no result given; [ ] = another dose, or the depositor's remark. Unless noted, the call rests on the fitted dose curve; in most records, active means well fitted curve in the direction sought with a large enough effect; inconclusive means small, poorly fitted or top-dose-only effect, or another doubt; inactive means no such curve, though single readings can be large; an effect the other way counts as inactive or inconclusive.

Second line of a record: LmPK inh	Pf growth 48h	CHX counter	AMA1-RON2 inh	Tb PYK inh	Pf growth 96h	Shiga inhibitor
> O=C(c1cc([N+](=O)[O-])cc([N+](=O)[O-])c1)N1CCOCC1
  -2%	13%	-8	8%	4%	?	-9
> COc1ccc2c(c1)C(=O)N1[C@H]3c4cc(Br)ccc4OC[C@@H]3[C@H](c3ccccc3)[C@]1(C)C(=O)N2
  ·	?	·	-4%	0%	12µM*	·
> N#Cc1cc2c(cc1NC(=O)CCn1cnnn1)OCO2
  2%	0%	-2	-4%	3%	?	18
> CCOc1ccc(/C=C2\SC(=O)N(c3ccc(O)cc3)C2=O)cc1OC
  -2%	29%	20*	5%	6%	35%[activator]	13
> Cc1ccc(C(=O)Nc2ccccc2C(=O)NC(Cc2c[nH]c3ccccc23)C(=O)O)cc1 (centres undefined)
  -9%	?	2	4%	-11%	53%[activator]	21
> CCn1c(CC(=O)Nc2ccc(C)cc2)n[nH]c1=S
  -6%	-5%	-2	-1%	?	?	10
> CCOC(=O)N/N=C\c1sccc1C
  -4%	10%	8	-13%	1%	-2%	15
> OC1CCN(CC(O)C(F)(F)F)CC1 (centres undefined)
  2%	0%	-2	0%	1%	?	-6
> O=C(O)CS/C(=C\c1ccc(F)cc1)c1nc2ccccc2s1
  0%	7%	37*	·	·	33%[activator]	121*
> COc1cc(C(=S)N2CCCC2)cc(OC)c1OS(=O)(=O)c1ccc(NC(C)=O)cc1
  -5%	7%	-3	-24%	-13%	-4%	3
> C#CCN1C(=O)C(O)(CC(=O)/C=C/c2ccco2)c2ccccc21 (centres undefined)
  1%	?	-5	0%	-5%	-16%	-9
> COc1ccc(Oc2cn[nH]c2-c2ccc(O)cc2O)cc1
  3%	?	-4	-4%	-8%	?	32
> COc1cccc(OC)c1C(=O)OCC(=O)Nc1cccnc1Cl
  4%	?	-1	-9%	2%	38%[activator]	-6
> COc1ccc(Cl)cc1C(=O)OCC(=O)NCCNC(=O)COC(=O)c1cc(Cl)ccc1OC
  0%	6%	3	2%	1%	23%	-6
> Cc1ccc(/C=C/C(=O)N2CCCC(C(N)=O)C2)o1 (centres undefined)
  3%	?	-2	10%	3%	1%	-10
> NC(=O)c1ccc(NC(=O)COC(=O)c2c3c(nc4ccccc24)/C(=C\c2cccs2)CCC3)cc1
  5%	?	-2	-3%	1%	-73%	18
> COc1ccc(C(=O)ON=C2c3ccccc3-c3ccccc32)cc1OC
  -2%	22%	-3	-1%	-5%	35%[activator]	7
> Oc1ccc(Cl)cc1C=NCCc1ccccc1
  -9%	20%	15*	49%[activator]	1%	51%[activator]	57*
> O=C(COc1ccc2c(c1)OCO2)Nc1nnc(Cc2ccccc2)s1
  1%	34%[activator]	-4	1%	-24%	-17%	-12
> COc1ccc(CCNC(=O)CSc2nc3cc(Cl)ccc3o2)cc1OC
  8%	-14%	0	4%	4%	·	-12
> CSCCC(NC(=O)c1ccco1)C(=O)N(C)CC(=O)Nc1ccccc1Br (centres undefined)
  ·	?	·	13%	-9%	11%	·
> O=C(CN(C(=O)C1CSC(=O)C1)c1cccc(F)c1)NCc1ccc2c(c1)OCO2 (centres undefined)
  -4%	-8%	-7	0%	-1%	?	-10
> O=C(O)c1cc(NCc2ccc3c(c2)OCO3)ccc1N1CCOCC1
  -4%	1%	1	-3%	·	·	-19
> CC(C)c1ccc(OCC(=O)Nc2ccncc2)cc1
  3%	13%	6	4%	1%	29%	9
> COc1cccc(CN2CCC(Oc3ccc(C(=O)NCc4ccccn4)cc3)CC2)c1O
  -9%	?	-1	-14%	-1%	6.6µM*	-4
> c1ccc2oc(-c3ccn[nH]3)cc2c1
  -2%	111%[activator]	39*	4%	-6%	83%[activator]	90*
> CCOC(=O)CSc1nnc(CSc2nc3sc4c(c3c(=O)[nH]2)CCCC4)n1-c1ccccc1
  3%	36%[activator]	2	-13%	3%	117%[activator]	-11
> CSc1cccc(NC(=S)N2CCCN(Cc3cccc(Cl)c3)C2)c1
  0%	10µM*	-8	16%	-4%	40%[activator]	-6
> CC(C)CC(c1nnnn1C1CCCCC1)N1CCN(C(=O)c2ccco2)CC1 (centres undefined)
  -7%	?	-3	-8%	0%	?	-7
> COc1ccc(Cl)cc1NC(=O)CCS(=O)(=O)c1ccc(C)cc1
  -2%	10%	-3	10%	-4%	-9%	-1
> NC(=O)c1ccccc1OCC(=O)N1CCCc2ccccc21
  -7%	10%	26*	-2%	4%	9%	74*
> Fc1ccccc1/C=N/n1c(C2CCCCC2)n[nH]c1=S
  -13%	1%	2	81%[activator]	?	15%	-8
> CC(=O)c1ccc(NC(=O)C2CC(c3ccc(F)cc3)=NO2)cc1 (centres undefined)
  12%	16%	-1	-4%	-3%	16%	1
> CC[C@H](C)C(C(=O)N1CCN(C(=O)OC(C)(C)C)CC1)n1cc(C(Cc2ccc(O)cc2)NC(=O)OC(C)(C)C)nn1 (some centres undefined)
  10%	?	1	-1%	-6%	1.7µM*	-11
> COc1ccc(NC(=O)c2sc3nc(C)nc(N4CCN(c5ccccn5)CC4)c3c2C)c(OC)c1
  6%	?	-6	-10%	0%	?	-5
> NC(=O)CC(NC(=O)c1ccccc1)c1ccc(NCCc2cccc(F)c2)c([N+](=O)[O-])c1 (centres undefined)
  1%	?	-2	-17%	-2%	?	-7
> Cc1ccc(C(c2nnnn2C(C)(C)C)N2CCc3ccccc3C2)cc1 (centres undefined)
  9%	4%	-2	·	·	12%	-8
> CCOC(=O)C1CCN(C(=O)Nc2ccc(OC)c(OC)c2)CC1
  -1%	7%	7	-4%	3%	10%	-11
> COc1ccc(C(=O)NNC(=O)CSc2nnc(COc3ccccc3)n2C)cc1
  2%	-26%	-3	18%	5%	-11%	-8
> COc1ccccc1/C=C/C(=O)c1ccc(NC(C)=O)cc1
  -1%	-29%	21*	4%	-3%	0%	32
> CCc1cc2c(SCC(=O)c3cccs3)ncnc2s1
  2%	-8%	16*	51%[activator]	-3%	104%[activator]	-15
> CC(=O)N1CCCC(C(=O)c2ccc3c4c(cccc24)CC3)C1 (centres undefined)
  -6%	-2%	8	-6%	3%	?	5
> N#C/C(=C\c1cccc([N+](=O)[O-])c1)C(=O)NCc1cccnc1
  -6%	7%	-1	3%	-12%	6.6µM*	4
> CC(=O)N(CCC1(C(C)C)CCOC(C)(C)C1)C(C)c1cccs1 (centres undefined)
  3%	?	9	0%	0%	?	-4
> O=C(CCNC(=O)c1ccccc1Cl)NCCc1ccc(C(F)(F)F)cc1
  4%	10%	6	-3%	2%	11%	-3
> COc1ccc(NC(=O)NNC(=O)c2cc(C3CC3)nc3ccccc23)c(OC)c1
  -3%	?	5	51%[activator]	0%	?	5
> CCOc1ccc(N(Cc2ccc(OC)cc2)C(=O)c2ccco2)cc1
  1%	?	15	-2%	6%	1%	16
> COc1ccc(-c2cc(C(F)(F)F)nc(SCC(=O)N3CC(C)OC(C)C3)n2)cc1OC (centres undefined)
  5%	-18%	-3	-7%	-9%	?	-1
> CN(CC#CCC(c1ccccc1)c1ccccc1)C(C)(C)C
  1%	9.3µM*	-3	-14%	-10%	4.7µM*	-27
> C(#CCN1CCOCC1)COC/C=C/c1ccccc1
  8%	18%	30	0%	3%	-14%	40
> CCOC(=O)C1=C(C)NC(=O)C1(NC(=O)c1cccnc1)C(F)(F)F (centres undefined)
  0%	-20%	-4	5%	4%	-2%	3
> CC(C)Cn1c(CN2CCN(C(=O)c3ccco3)CC2)nc2c1c(=O)n(C)c(=O)n2C
  -7%	4%	-1	1%	4%	69%[activator]	-20
> O=C(CCSc1ccc(Cl)cc1)N1CCCCCC1
  -1%	143%[activator]	21*	6%	-1%	1µM*	61*
> S=C(c1ccc(Br)cc1)N1CCN(Cc2ccccc2)CC1
  6%	26%	-2	-24%	?	39%[activator]	-12
> CSCc1cc(N(C)c2ccccc2)nc(-c2ccccn2)n1
  1%	-6%[0.00184 µM]	-4	13%	3%	?	-11
> O=[N+]([O-])[N-][n+]1cnn(Cc2ccc(Cl)cc2)c1
  -1%	3%	-4	6%	3%	?	-4
> CCCC(=O)Nn1cnc2c(c1=O)C1(CCCCC1)Cc1ccccc1-2
  0%	-30%	6	-19%	0%	·	-24
> FC(F)(F)c1cccc(NC(=S)NCc2ccccn2)c1
  -1%	-6%	0	7%	-16%	2%	-3
> CCC1=C2CC[C@H]3C(=O)N(CC(=O)OC)C(=O)[C@H]3[C@H]2[C@@]2(C)C(=NCC(=O)OC)OC(=O)N2C1=O
  -2%	81%[activator]	3	11%	14%	24%	9
> CCc1ccc(NC(=O)CN(c2ccc3c(c2)OCO3)S(=O)(=O)c2c(C)noc2C)cc1
  0%	·	-3	0%	-5%	20%	11

Single records, from the list above:
Profile of S=C(c1ccc(Br)cc1)N1CCN(Cc2ccccc2)CC1 : LmPK inh: 6%; Pf growth 48h: 26%; CHX counter: -2; AMA1-RON2 inh: -24%; Tb PYK inh: ?; Pf growth 96h: 39%[activator]; Shiga inhibitor: -12
Profile of N#C/C(=C\c1cccc([N+](=O)[O-])c1)C(=O)NCc1cccnc1 : LmPK inh: -6%; Pf growth 48h: 7%; CHX counter: -1; AMA1-RON2 inh: 3%; Tb PYK inh: -12%; Pf growth 96h: 6.6µM*; Shiga inhibitor: 4

New compounds follow.
Second line of a record: LmPK inh	Pf growth 48h	CHX counter	AMA1-RON2 inh	Tb PYK inh	Pf growth 96h	Shiga inhibitor
> Cc1ccc(Nc2nc(-c3sc(NC(=O)c4ccc([N+](=O)[O-])cc4)nc3C)cs2)cc1
  0%	9.3µM*	1	·	·	2.6µM*	-6
> FC(F)(F)COc1nc(N/N=C/c2cccnc2)nc(N2CCCCC2c2ccccn2)n1 (centres undefined)
  8%	12µM*	-5	11%	-2%	9.3µM*	-7
> COc1ccc2c(c1)[nH]c1c(Cl)ncnc12
  -3%	-15%	7	-3%	1%	-34%	7
> CCC1CCCCN1C(=S)Nc1cccc(S(=O)(=O)N(C)C)c1 (centres undefined)
  -2%	3%	1	12%	-6%	19%	-5
> COc1ccc(C)cc1S(=O)(=O)N(C)CC(=O)N1CCN(C)CC1
  0%	·	-3	13%	5%	21%	-16
> Cn1cccc1/C=N/N1CCN(c2ccccn2)CC1
  0%	45%[activator]	38*	-4%	-2%	25%	61*
> COc1ccc(NC(=O)CN(C)C(=O)c2ccc3ccccc3c2)cc1
  ·	21%	·	14%	-12%	72%[activator]	·
> CCN(C(=O)c1cc2c(=O)[nH]c3ccc(C)cc3c2s1)c1ccc(F)cc1
  3%	?	-1	9%	-4%	?	6
> O=C(NC(=O)c1ccccc1O)c1ccc(C(F)(F)F)cc1
  -15%	?	14	-4%	0%	2.3µM*	82
> O=C(NC(Cc1ccccc1)C(=O)O)/C(=C\c1ccccc1)NC(=O)c1ccco1 (centres undefined)
  6%	33%[activator]	-3	-1%	1%	110%[activator]	-12
> Cc1ccsc1C(=O)Nc1ccc(C(=O)O)cc1
  14µM*	·	-1	-4%	-32%	92%[activator]	10

Compounds were not picked by outcome. About 21% of those tested had a hit in this group.
